MITF primary: MITF inhibitors, primary screen, biochemical, AlphaScreen, human; AlphaScreen MITF homodimerization, bead proximity signal; inhibition, % at 2.6 µM; actives 0.91% (n = 650,000); AID 1259374, 2018; in the data active means inhibition above about 50%;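 further: 0% = vehicle wells with protein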
Target sequence (O75030 whole entry, looked up): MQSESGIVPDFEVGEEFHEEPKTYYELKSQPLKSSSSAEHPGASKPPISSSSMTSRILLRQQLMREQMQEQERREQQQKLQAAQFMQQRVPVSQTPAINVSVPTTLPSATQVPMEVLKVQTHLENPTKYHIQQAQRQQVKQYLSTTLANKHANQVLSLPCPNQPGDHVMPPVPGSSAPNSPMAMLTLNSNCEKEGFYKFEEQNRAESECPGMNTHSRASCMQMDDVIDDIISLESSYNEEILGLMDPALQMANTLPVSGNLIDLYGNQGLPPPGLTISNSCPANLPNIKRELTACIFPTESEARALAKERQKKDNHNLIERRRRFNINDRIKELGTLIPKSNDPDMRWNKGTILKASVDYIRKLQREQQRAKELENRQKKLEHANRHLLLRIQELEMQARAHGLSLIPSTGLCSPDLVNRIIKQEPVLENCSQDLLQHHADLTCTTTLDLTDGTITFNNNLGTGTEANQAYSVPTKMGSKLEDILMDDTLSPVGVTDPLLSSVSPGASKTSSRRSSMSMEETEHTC
GPR151 ag: activators of human GPR151, primary screen, cell-based, PathHunter beta-arrestin, luminescence | G-protein coupled receptor 151 (Homo sapiens), Q8TDV0 | PathHunter beta-arrestin GPR151 cells | activation, % at 11.2 µM | actives 1% (n = 650,000) | AID 1508602, 2020; in the data active means activation above about 4.9%;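 further: 0% = median of compound wells and 100% = cells with positive control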
Target sequence (Q8TDV0 whole entry, looked up): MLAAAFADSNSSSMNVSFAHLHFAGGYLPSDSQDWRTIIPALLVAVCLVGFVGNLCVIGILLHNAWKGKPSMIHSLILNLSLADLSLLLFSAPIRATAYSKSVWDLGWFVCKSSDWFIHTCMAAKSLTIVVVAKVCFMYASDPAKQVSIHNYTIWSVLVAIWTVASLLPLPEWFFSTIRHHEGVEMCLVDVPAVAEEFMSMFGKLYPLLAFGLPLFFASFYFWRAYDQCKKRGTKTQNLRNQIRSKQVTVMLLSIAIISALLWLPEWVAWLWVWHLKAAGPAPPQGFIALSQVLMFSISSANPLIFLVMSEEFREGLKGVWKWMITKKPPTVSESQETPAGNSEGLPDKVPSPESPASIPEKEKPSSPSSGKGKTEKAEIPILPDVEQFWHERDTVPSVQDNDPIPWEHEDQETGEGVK
FBW7 activator: FBW7 E3 ligase activators, primary screen, biochemical, AlphaScreen, human. F-box/WD repeat-containing protein 7 (Homo sapiens), Q969H0. AlphaScreen FBW7–phospho-cyclin E peptide binding, activator screen. normalized activity (activation), % at 26.1 µM. actives 0.13% (n = 650,000); in the data active means normalized activity above about 1.9%;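 further: purified mutant Fbw7 with reduced substrate affinity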
TEAD-YAP inh: TEAD-YAP interaction inhibition, primary screen, TEAD-YAP interaction inhibitor project, luminescence, HEK-TIYL cells; TEAD-Gal4/YAP UAS-luciferase luminescence; inhibition, % at 9.12 µM; actives 1.4% (n = 640,000); AID 1259422, 2018; in the data active means inhibition above about 32%;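 further: 0% = median of test compound wells and 100% = reference inhibitor wells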
* hit, by the source's call.

Codes – A = MITF primary; B = GPR151 ag; C = FBW7 activator; D = TEAD-YAP inh
> O=C1CCCN1c1ccc(CNS(=O)(=O)c2ccc(F)cc2)cc1
  A = 7; B = -0.1; C = 0.1; D = -13

> COc1cccc(-c2noc(-c3ccc(Br)o3)n2)c1
  A = 2; B = -0.3; C = 0.0; D = -40

> COc1ccc(C2NC(=O)NC(C)=C2C(=O)c2ccc(Cl)cc2)c(OC)c1 (stereo not given)
  A = -2; B = 1.2; C = -0.1; D = -1

> CCNC(=S)NCCNc1nc2cc3c(cc2cc1C#N)OCO3
  A = -8; B = -0.4; C = 0.0; D = -7

> COc1ccc(C(=O)Nc2ccc(-c3nc4cccnc4s3)cc2)c(OC)c1
  A = 17; B = -0.5; C = 0.7; D = 1

> COc1ccc(C2=NOC(C(=O)N3CCCCC3)C2)cc1OC (stereo not given)
  A = 5; B = -0.6; C = 0.1; D = -16

> CCOC(=O)c1ccc(S(=O)(=O)N(C)Cc2ccc(Br)cc2)cc1
  A = 9; B = -0.7; C = 0.1; D = 13

> CC(=O)N1CCOc2cc(S(=O)(=O)Nc3ccccc3Br)c(C)cc21
  A = -11; B = 2.9; C = 0.2; D = 8

> O=S(=O)(Nc1nc2ccccc2[nH]1)c1ccc(Cl)cc1
  A = -8; B = 0.1; C = -0.1; D = -18

> Clc1ccc(-c2ncnn2-c2ccc(Br)cc2)cc1
  A = -5; B = 0.8; C = -0.1; D = 10

Reprinted from the part before: 2 compounds, then new ones.
Codes – A = MITF primary; B = GPR151 ag; C = FBW7 activator; D = TEAD-YAP inh
> O=S(=O)(Nc1nc2ccccc2[nH]1)c1ccc(Cl)cc1
  A = -8; B = 0.1; C = -0.1; D = -18

> Clc1ccc(-c2ncnn2-c2ccc(Br)cc2)cc1
  A = -5; B = 0.8; C = -0.1; D = 10

> Cc1noc(C(=O)NCc2cccs2)c1Cl
  A = 6; B = -1.5; C = 0.5; D = -8

> COc1cc(-c2nc(-c3c(C)nc4sccn34)sc2C(C)=O)cc(OC)c1OC
  A = 9; B = -0.5; C = 0.1; D = -2

> C=CCn1c(=O)c2ccccc2n2c(SC3CCOC3=O)nnc12 (stereo not given)
  A = -11; B = -0.3; C = -0.2; D = 0

> CN1C(=O)CC(N2CCN(C(=O)CN3CCCC3)CC2)C1=O (stereo not given)
  A = -6; B = 1.4; C = 0.1; D = 2

> Cc1ccnc(N2CCC(C(=O)Nc3ccccc3C)CC2)n1
  A = 2; B = 0.6; C = -0.1; D = 11

> Nc1nonc1-n1nnc(C(=O)N/N=C\c2cccc(Cl)c2)c1CN1CCOCC1
  A = -15; B = -1.3; C = 0.0; D = 6

> O=C(CSc1nc2sc3c(c2c(=O)n1-c1ccccc1)CCCC3)c1ccc(Cl)cc1
  A = 0; B = -0.3; C = 0.2; D = -7

> CCCCC1CN(CCNC(=O)c2cn(C)c3ccccc3c2=O)Cc2ccccc2O1 (stereo not given)
  A = -8; B = 0.0; C = 0.3; D = 3

> Cc1c(N=Cc2c(O)[nH]c3ccccc23)cccc1[N+](=O)[O-]
  A = -3; B = -0.6; C = 0.3; D = 0

> N#Cc1ccc(N=c2oc3ccccc3cc2C(N)=O)cc1
  A = -7; B = 3.6; C = 0.0; D = -1

More entries follow.
Codes – A = MITF primary; B = GPR151 ag; C = FBW7 activator; D = TEAD-YAP inh
> Cc1nc(P(=O)(c2ccccc2)c2ccccc2)c(N2CCOCC2)o1
  A = -8; B = 0.5; C = 0.1; D = -5

> O=C(Cc1ccc(NC2=NC3CS(=O)(=O)CC3S2)cc1)Nc1ccc(F)cc1 (stereo not given)
  A = 7; B = -0.5; C = -0.2; D = -6

> C=CCn1c(CCn2c3ccccc3c3ccccc32)n[nH]c1=S
  A = -7; B = 1.3; C = -0.2; D = 3

> CC1=C(C(=O)Nc2ccccc2F)C(c2ccc(O)cc2)NC(=S)N1 (stereo not given)
  A = -9; B = 1.3; C = -0.2; D = -8

> Nc1cc(=O)nc(SCC(=O)Nc2ccc(Cl)cc2)n1CCc1ccccc1
  A = 13; B = -0.9; C = 0.1; D = 0

> O=C1C2CC=CCC2C(=O)N1c1cccc(C(F)(F)F)c1 (stereo not given)
  A = -1; B = -0.4; C = -0.1; D = -5

> Cc1nc(N2CCC(C)CC2)nc(N2CCCCC2C)c1[N+](=O)[O-] (stereo not given)
  A = -4; B = 0.0; C = 0.2; D = 4

> O=C1C(Nc2ccc(F)cc2)=CC(c2cccc3ccccc23)N1c1ccc(F)cc1 (stereo not given)
  A = 2; B = 1.1; C = 0.3; D = 4

> O=S(=O)(CC(O)COCc1ccc(Cl)cc1)c1ccccn1 (stereo not given)
  A = 18; B = -0.7; C = 0.0; D = 4

> CN(CC(=O)N(C)c1c(N)n(Cc2ccccc2)c(=O)[nH]c1=O)Cc1ccc(F)cc1
  A = -5; B = -0.7; C = 0.0; D = 6

More records follow:
Codes – A = MITF primary; B = GPR151 ag; C = FBW7 activator; D = TEAD-YAP inh
> Cc1occc1C(=O)NNC(=O)Nc1ccc(Cl)c(Cl)c1
  A = 47; B = -0.3; C = 0.0; D = -2

> CCCN1C(=O)C(C)(C)COc2cc(NS(=O)(=O)Cc3cccc(Cl)c3)ccc21
  A = -11; B = 1.8; C = 0.4; D = 1

> NC(=O)c1ccc(NC(=O)COc2ccc(Br)cc2Cl)cc1
  A = 23; B = 1.6; C = 0.5; D = -25

> O=C1COc2cc(S(=O)(=O)CCC(=O)N3CCCC4CCCCC43)c(Cl)cc2N1 (stereo not given)
  A = -8; B = 1.0; C = 0.1; D = -6

> CCOC(=O)c1[nH]c2ccccc2c1NC(=O)c1cc(Cl)ccc1OC
  A = -10; B = -0.1; C = 0.0; D = 4

> O=C(Nc1ccc([N+](=O)[O-])cc1Br)c1ccccc1Cl
  A = 3; B = -0.3; C = 0.4; D = -9

> CCC(Nc1ccccc1)C(=O)N/N=C/c1cc(OC)ccc1O (stereo not given)
  A = 5; B = 1.4; C = 0.0; D = 0

> Cc1nc(CN(C)Cc2c(C(=O)N3CCOCC3)nc3c(C)cccn23)cs1
  A = 4; B = 1.7; C = 0.0; D = 4

> CCCS(=O)(=O)N1CCC(C(=O)NC(C)C)CC1
  A = -2; B = 0.0; C = 0.0; D = -5

> N[C@@H](CSCC(=O)Nc1ccc(Br)cc1)C(=O)O
  A = 2; B = -0.5; C = -0.1; D = 1

Remaining list, next part.
Codes – A = MITF primary; B = GPR151 ag; C = FBW7 activator; D = TEAD-YAP inh
> CN(CC(=O)OCC(=O)c1c[nH]c2ccccc12)S(=O)(=O)c1ccc(Cl)cc1
  A = -6; B = -1.2; C = -0.2; D = -3

> CCCCCCNS(=O)(=O)c1ccc(NC(C)=O)cc1
  A = -7; B = 0.5; C = -0.1; D = -2

> CC1SC(C)C(=O)N(CC(=O)Nc2ccc(Br)cc2)C1=O (stereo not given)
  A = 7; B = 4.1; C = 0.1; D = 12

> COc1ccc2[nH]c3c(=O)n(CC(=O)NCc4ccc5c(c4)OCO5)c(=S)[nH]c3c2c1
  A = 5; B = -0.3; C = 0.7; D = 9

> CN1CCN(S(=O)(=O)c2ccc(=S)[nH]c2)CC1
  A = 8; B = -0.3; C = 0.2; D = 11

> O=[N+]([O-])c1ccc(OCC(O)CN2CCN(c3cccc(Cl)c3)CC2)cc1 (stereo not given)
  A = 11; B = -0.1; C = -0.2; D = 2

> NCCCC[C@@H]1NC(=O)[C@H]2CN(C(=O)c3cc(Cl)cc(Cl)c3)CCN2C1=O
  A = 5; B = -1.1; C = -0.2; D = 6

> O=C(/C=C/C(=O)OCc1ccccc1)OCc1ccccc1
  A = -2; B = -0.4; C = 0.5; D = 3

> Cc1ccc(C(C)C)c(OCC(=O)Nc2sc3c(c2C(=O)OC(C)C)CCCC3)c1
  A = -9; B = 2.2; C = -0.3; D = -5

> CCOc1ccc(-n2nc3ccc(NC(=O)c4ccc(-c5ccc(Cl)cc5)o4)cc3n2)cc1
  A = 2; B = 4.0; C = -0.1; D = -5

Exported with bars between the fields: part of the list above
mol | MITF primary | GPR151 ag | FBW7 activator | TEAD-YAP inh
Cc1nc(CN(C)Cc2c(C(=O)N3CCOCC3)nc3c(C)cccn23)cs1 | 4 | 1.7 | 0.0 | 4
CCCS(=O)(=O)N1CCC(C(=O)NC(C)C)CC1 | -2 | 0.0 | 0.0 | -5
N[C@@H](CSCC(=O)Nc1ccc(Br)cc1)C(=O)O | 2 | -0.5 | -0.1 | 1
CN(CC(=O)OCC(=O)c1c[nH]c2ccccc12)S(=O)(=O)c1ccc(Cl)cc1 | -6 | -1.2 | -0.2 | -3
CCCCCCNS(=O)(=O)c1ccc(NC(C)=O)cc1 | -7 | 0.5 | -0.1 | -2
CC1SC(C)C(=O)N(CC(=O)Nc2ccc(Br)cc2)C1=O (stereo not given) | 7 | 4.1 | 0.1 | 12
COc1ccc2[nH]c3c(=O)n(CC(=O)NCc4ccc5c(c4)OCO5)c(=S)[nH]c3c2c1 | 5 | -0.3 | 0.7 | 9
CN1CCN(S(=O)(=O)c2ccc(=S)[nH]c2)CC1 | 8 | -0.3 | 0.2 | 11
O=[N+]([O-])c1ccc(OCC(O)CN2CCN(c3cccc(Cl)c3)CC2)cc1 (stereo not given) | 11 | -0.1 | -0.2 | 2
NCCCC[C@@H]1NC(=O)[C@H]2CN(C(=O)c3cc(Cl)cc(Cl)c3)CCN2C1=O | 5 | -1.1 | -0.2 | 6

Remaining list, next part:
Codes – A = MITF primary; B = GPR151 ag; C = FBW7 activator; D = TEAD-YAP inh
> Nc1c(Cl)cc(Cl)cc1C(=O)O
  A = 4; B = -0.3; C = 0.0; D = 5

> c1cc(C23CC4CC(CC(C4)C2)C3)ccc1CN1CCOCC1
  A = 7; B = 0.0; C = 0.0; D = -6

> CCOC(=O)c1ccc(NC(=O)c2cc(C)nn2-c2ccccc2)cc1
  A = 3; B = 0.8; C = 0.1; D = -11

> N#Cc1ccc(-c2ccc(OCC(=O)Nc3ccc4c(c3)OCCO4)cc2)cc1
  A = 5; B = 0.1; C = 0.0; D = 10

> CCOC(=O)CCC(=O)Nc1ccc(S(=O)(=O)Nc2c(C)cc(C)cc2C)cc1
  A = 5; B = 1.7; C = -0.1; D = 0

> COC(=O)c1cn(NC(=O)c2ccccc2OC)c(=O)c2ccccc12
  A = 3; B = -0.3; C = -0.1; D = -3

> Cc1nnc(C2CCCN(C(=O)c3cnccn3)C2)s1 (stereo not given)
  A = 0; B = 1.4; C = 0.1; D = -7

> O=C(Oc1ccc2c(c1)oc(=O)c1ccccc12)c1ccco1
  A = 16; B = -0.1; C = 0.1; D = 5

> COc1ccc(CCNC(=O)c2ccc3c(c2)nc(C)n3-c2cc(OC)c(OC)c(OC)c2)cc1OC
  A = 13; B = 0.4; C = 0.1; D = -9

> CCn1c(=S)[nH]c2sc3c(c2c1=O)CCCC3
  A = 4; B = -0.9; C = -0.1; D = 7

Next part.
Codes – A = MITF primary; B = GPR151 ag; C = FBW7 activator; D = TEAD-YAP inh
> Cc1nn2c(-c3ccccc3)cc(-c3ccccc3)nc2c1-c1ccc(Cl)cc1
  A = -3; B = 1.6; C = -0.3; D = 0

> Cc1cccn2c(CN3CCc4sccc4C3)c(C(=O)N3CCOCC3)nc12
  A = -4; B = -0.9; C = -0.1; D = 10

> OC(c1cccc(OCc2ccccc2)c1)c1cccs1 (stereo not given)
  A = -7; B = 1.2; C = 0.0; D = -19

> Cc1ccc(C(=O)O)cc1NC(=S)NC(=O)c1ccco1
  A = 11; B = 1.2; C = -0.1; D = 5

> COc1cc(CNCc2ccccc2)cc(I)c1OCC#N
  A = -31; B = -0.4; C = 0.0; D = -8

> COc1ccc(-c2noc(CC(=O)N3CCCCCC3)n2)cc1
  A = 9; B = -1.1; C = 0.5; D = -17

> CCOC(=O)CN1C(=O)C(O)=C(C(C)=O)C1c1ccc(Br)cc1 (stereo not given)
  A = 17; B = 0.0; C = 1.0; D = -4

> COCC(C)N=C1NNC(c2ccc([N+](=O)[O-])cc2)=C(C(=O)Nc2ccccc2)S1 (stereo not given)
  A = 11; B = 2.1; C = -0.1; D = -4

> Cc1c(NC(=O)c2nn3c(C(F)(F)F)cc(-c4ccc(Br)cc4)nc3c2Cl)c(=O)n(-c2ccccc2)n1C
  A = 13; B = -1.4; C = 0.2; D = 0

> Cc1ccccc1Nc1cnn(C23CC4CC(CC(CC(=O)O)(C4)C2)C3)c(=O)c1Cl
  A = 10; B = 0.1; C = 0.1; D = 3

Later entries:
Codes – A = MITF primary; B = GPR151 ag; C = FBW7 activator; D = TEAD-YAP inh
> COc1cc(NC(=O)c2csc(Nc3ccc(-n4ccnc4)cc3)n2)cc(OC)c1OC
  A = 18; B = -2.7; C = -0.2; D = 7

> CCC1C(=O)N=C(SCC(=O)Nc2cccc(C(=O)OC)c2)NC1=O (stereo not given)
  A = 10; B = 0.9; C = 0.1; D = -2

> O=C(/C=C/c1ccco1)NCCc1cccc(F)c1
  A = -7; B = -0.6; C = 0.1; D = -58

> O=C(O)c1cccc(N/N=C/c2cc(Br)cs2)c1
  A = 14; B = -8.1; C = -0.1; D = 38*

> COc1ccc(C(=O)NCc2nnc(SCC(=O)Nc3nccs3)n2-c2cccc(C(F)(F)F)c2)cc1OC
  A = 1; B = -1.1; C = 0.6; D = 1

> Cc1ccc(NC(=S)N(CCCN2CCCCC2)Cc2cccs2)cc1Cl
  A = 3; B = -1.8; C = -0.1; D = 13

> COc1ccccc1NC(=O)CSc1nc2c(sc(=S)n2Cc2ccco2)c(=O)n1-c1ccccc1
  A = 8; B = 1.3; C = -0.1; D = 3

> CN(C)CCN(C(=O)c1ccc(Br)cc1)c1nc2c(F)cc(F)cc2s1
  A = 15; B = -0.8; C = 0.8; D = 5
